Screens as filed in PubChem.
UHRF1 MBD2 ctr = UHRF1 methylated DNA binding inhibitors, primary screen, counter-screen for MBD2 inhibitor project, biochemical, TR-FRET, human UHRF1, single concentration; E3 ubiquitin-protein ligase UHRF1 (Homo sapiens), Q96T88; AID 687016, 2013; actives 0.75% (n = 370,000); UHRF1 binding to methylated oligo; inhibition, % at 4.4 µM; in the data active means inhibition above about 21%;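 further: UHRF1 SRA domain binding a hemimethylated CpG hairpin DNA probe; 0% = median of test compound wells and 100% = reference inhibitor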
NR1D1 modulator = modulators of Rev-erb alpha DNA binding, primary screen, biochemical, FITC-DNA, fluorescence polarization, uHTS; Rev-erbα–FITC-DNA binding, 90 min; activity, % at 10 µM; actives 0.79% (n = 370,000);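 active means activity above about 14%, limit read from the data; passing the limit was not always enough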;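 further: 0% = DMSO wells with 35 nM protein and 100% = DMSO wells with 750 nM protein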
Target sequence (P20393 whole entry, looked up): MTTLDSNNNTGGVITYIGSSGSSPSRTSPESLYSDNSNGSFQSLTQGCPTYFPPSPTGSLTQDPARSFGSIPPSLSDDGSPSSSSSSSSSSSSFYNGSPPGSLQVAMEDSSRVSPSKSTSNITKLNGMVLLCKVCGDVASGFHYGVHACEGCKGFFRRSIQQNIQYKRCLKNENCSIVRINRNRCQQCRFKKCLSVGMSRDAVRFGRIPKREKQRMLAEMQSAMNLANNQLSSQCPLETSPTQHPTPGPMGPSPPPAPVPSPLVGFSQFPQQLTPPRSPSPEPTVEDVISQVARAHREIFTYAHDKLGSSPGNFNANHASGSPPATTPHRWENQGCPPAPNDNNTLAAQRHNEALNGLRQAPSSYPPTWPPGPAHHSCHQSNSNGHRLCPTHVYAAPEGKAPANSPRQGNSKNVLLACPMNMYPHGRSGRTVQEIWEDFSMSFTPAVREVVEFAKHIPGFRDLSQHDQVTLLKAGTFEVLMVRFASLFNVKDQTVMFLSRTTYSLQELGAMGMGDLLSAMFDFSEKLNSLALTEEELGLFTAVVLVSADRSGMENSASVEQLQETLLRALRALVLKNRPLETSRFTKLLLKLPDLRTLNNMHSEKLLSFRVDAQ
HGIII-sPLA2 inh = human group III sPLA2 inhibitors, primary screen, biochemical, QFRET, BODIPY PC-A2 liposome substrate; actives 0.56% (n = 370,000); AID 743126, 2013; QFRET BODIPY PC-A2 liposome hydrolysis, fluorescence; Group 3 secretory phospholipase A2 (Homo sapiens), Q9NZ20; inhibition, % at 12.2 µM;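 active means inhibition above mean plus 3 SD of compounds lying within the high and low control bounds, cut at about 19% in these data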;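 further: 0% = median of test compound wells and 100% = no enzyme DMSO wells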
PLC-beta3 inh = human PLC-beta3 inhibitors, primary screen, biochemical, fluorescence; 1-phosphatidylinositol 4,5-bisphosphate phosphodiesterase beta-3 (Homo sapiens), Q01970; AID 720704, 2013; actives 0.18% (n = 370,000); Purified PLC-beta3, fluorogenic substrate; inhibition, % at 12.2 µM; in the data active means inhibition above about 11%;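 further: 0% = median of compound wells on plate and 100% = full blocker control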
ASAP1 GAP inh = inhibitors of human ASAP1 ArfGAP activity, primary screen, biochemical, fluorescence polarization | Arf-GAP with SH3 domain, ANK repeat and PH domain-containing protein 1 (Homo sapiens), … | actives 0.19% (n = 360,000) | ASAP1-stimulated ARF1 GTP hydrolysis, GDP FP detection | inhibition, % at 16.5 µM; in the data active means inhibition above about 25%;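 further: 0% = vehicle with enzyme and substrate and 100% = no enzyme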
ARFGAP1 inhibitor = inhibitors of rat ARFGAP1 GAP activity, primary screen, biochemical, fluorescence polarization, GDP tracer; ADP-ribosylation factor GTPase-activating protein 1 (Rattus norvegicus), Q62848; AID 651572, 2012; actives 0.26% (n = 360,000); inhibition, % at 16.5 µM; Arfgap1-stimulated ARF1 GTP hydrolysis, GDP FP detection;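 active means inhibition above a per-plate limit, mean inhibition of low control wells plus 3 SD, cut at about 25% in these data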;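 further: 0% = DMSO wells with enzyme and 100% = wells lacking Arfgap1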
Target sequence (Q62848 1-136 limits assumed): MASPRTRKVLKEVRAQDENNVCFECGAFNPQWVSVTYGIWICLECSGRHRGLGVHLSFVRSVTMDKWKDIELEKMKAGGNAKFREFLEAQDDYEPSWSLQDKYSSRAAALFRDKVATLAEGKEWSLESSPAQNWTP
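system = rat Arfgap1 catalytic domain, aa 1-136 | technique = FP, GDP Alexa 633 tracer displaced from anti-GDP antibody, 620/688 nm | compound = one concentration, 16.5 µM, DMSO 1.26% | medium = HEPES-based buffer, pH 7.5 | timing = compound-enzyme preincubation 20 min, reaction 120 min, detection 60 min, 25 °C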
DDE Tn7 FP inh = inhibitors of Tn7 peptide binding to fibrin DD(E), primary screen, biochemical, fluorescence polarization, human fibrin, Tn7 probe; inhibition, % at 8.3 µM; actives 0.13% (n = 370,000); FP displacement of FITC-Tn7 peptide from fibrin DD(E); 0% = median of compound wells per plate; AID 720508, 2013;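 active means inhibition above the mean of compounds falling within the control limits plus 3 SD of them, cut at about 14% in these data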;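 further: 0% = plate median of compound wells and 100% = 10 µM Aha-Tn7 peptide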
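Assay system: human fibrin DD(E) protein / Input: 2 µM fibrin DD(E) / Benchmarks: high control of 10 µM Aha-Tn7 peptide / Measured by: fluorescence polarization of the labelled Tn7 tracer / Medium: Tris buffer with calcium and detergent, pH 7.8 / Timing: 10 min compound pre-incubation, 3 h probe incubation at room temperature / Repeats: one replicate per compound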
Tn6 DDE FP = inhibitors of Tn6 peptide binding to fibrin DD(E), primary screen, biochemical, fluorescence polarization, human fibrin, Tn6 probe | Fibrin DD(E) TRITC-Tn6 fluorescence polarization displacement | AID 720509, 2013 | actives 0.21% (n = 370,000) | Fibrinogen beta chain (Homo sapiens), P02675 | inhibition, % at 8.3 µM;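 active means inhibition above a per-campaign cutoff: mean of compounds within control limits plus 3 SD, cut at about 15% in these data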;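 further: 0% = median of all compound wells on the plate and 100% = blocking peptide control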
PLC-gamma1 inh = PLC-gamma1 enzyme inhibitors, primary screen, biochemical, fluorescence, purified enzyme; 1-phosphatidylinositol 4,5-bisphosphate phosphodiesterase gamma-1 (Homo sapiens), P19174; fluorogenic substrate; inhibition, % at 12.2 µM; actives 0.84% (n = 370,000); AID 720700, 2013; in the data active means inhibition above about 9.5%
KLK7 zymogen act = proKLK7 zymogen activators, primary screen, biochemical, fluorescence intensity; Kallikrein-7 (Homo sapiens), P49862; purified proKLK7, EDANS-DABCYL substrate fluorescence; 100% is mature enzyme control, 0% vehicle; activation, % at 7 µM; actives 0.9% (n = 370,000); AID 652039, 2013;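 active means activation above the mean of all tested compounds plus 3 SD, computed per campaign excluding outliers beyond control limits, cut at about 13% in these data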
Target sequence (P49862 whole entry, looked up): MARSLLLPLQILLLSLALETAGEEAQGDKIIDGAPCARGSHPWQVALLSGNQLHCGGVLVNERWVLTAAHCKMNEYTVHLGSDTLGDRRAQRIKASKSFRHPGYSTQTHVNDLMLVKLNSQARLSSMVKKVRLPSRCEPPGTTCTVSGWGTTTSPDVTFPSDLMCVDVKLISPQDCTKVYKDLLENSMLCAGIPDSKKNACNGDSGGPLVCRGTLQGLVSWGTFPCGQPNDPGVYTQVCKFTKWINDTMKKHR
* hit, by the source's call; . = no result given.

item	Compound	UHRF1 MBD2 ctr	NR1D1 modulator	HGIII-sPLA2 inh	PLC-beta3 inh	ASAP1 GAP inh
1	Cc1ccc(Cl)cc1N1C(=O)CC(Sc2ccccc2N)C1=O (centres undefined)	-3	-7	-1	1	1
2	Oc1ccc(Cl)cc1C(C#Cc1ccccc1)N1CCOCC1 (centres undefined)	2	1	-28	-11	4
3	CCCCOc1ccc(-c2ncc(C(=O)O)c(C)n2)cc1	1	2	8	3	-1
4	C#CCN1C(=O)[C@@](O)(c2cccn2C)c2cc(F)ccc21	14	2	5	0	.
5	Cc1c(C(=O)O)c(-c2ccccc2)nn1-c1ccccc1	-4	-5	-1	-1	-5
6	CCOC(=O)C1CCCN(CC(=O)Nc2nc(-c3ccccc3)cs2)C1 (centres undefined)	-2	-2	-4	-6	-4
7	COc1ccnc(N2CCN(c3ccccc3)CC2)c1C#N	0	1	12	-9	5
8	O=C1CSC(c2cccc(O)c2)N1Cc1ccccc1 (centres undefined)	7	-4	-5	-4	16
9	COc1cc(NC(=O)C2CCCN2C(=O)C2CCC(C)CC2)cc(OC)c1OC (centres undefined)	4	-3	15	0	12
10	CC(=O)NNC(=S)NC(=O)c1ccc(C)cc1	0	-6	4	-8	0
11	Cc1[nH]c2ccccc2c1CCN(Cc1cccnc1)C(=S)Nc1cccc(F)c1	3	-8	-14	-6	15
12	C/C(CC(=O)Nc1ccc(Cl)cc1Cl)=N\NC(=O)c1cnccn1	-3	4	-5	-7	6
13	CCOc1ccc(NC(=O)COC(=O)c2ccc(S(=O)(=O)N3CCOCC3)cc2)cc1	-1	0	8	-3	11
14	Cc1ccc(N2CC(C(=O)N3CCN(C(=O)c4ccco4)CC3)CC2=O)cc1 (centres undefined)	17	-5	-7	1	-4
15	Cc1cccc(N2CCN(C(c3cccs3)c3nnnn3C(C)(C)C)CC2)c1C (centres undefined)	0	4	4	-2	0

item	ARFGAP1 inhibitor	DDE Tn7 FP inh	Tn6 DDE FP	PLC-gamma1 inh	KLK7 zymogen act
1	8	-8	-3	-4	-1.1
2	0	-3	0	-11	0.4
3	13	2	3	0	0.2
4	.	-8	-2	7	-0.4
5	9	7	-5	-1	0.3
6	-8	3	-1	2	0.7
7	16	7	0	-5	-0.5
8	4	4	-1	1	0.8
9	-7	2	-6	0	-0.8
10	-8	-4	-10	0	0.3
11	5	0	9	1	0.2
12	15	-8	0	1	-0.2
13	-3	-1	-2	6	-0.1
14	-11	1	1	0	0.1
15	-5	5	10	-1	0.9

Reprinted at random: 6 records from the list, in no set order.
item	Compound	UHRF1 MBD2 ctr	NR1D1 modulator	HGIII-sPLA2 inh	PLC-beta3 inh	ASAP1 GAP inh
11	Cc1[nH]c2ccccc2c1CCN(Cc1cccnc1)C(=S)Nc1cccc(F)c1	3	-8	-14	-6	15
2	Oc1ccc(Cl)cc1C(C#Cc1ccccc1)N1CCOCC1 (centres undefined)	2	1	-28	-11	4
13	CCOc1ccc(NC(=O)COC(=O)c2ccc(S(=O)(=O)N3CCOCC3)cc2)cc1	-1	0	8	-3	11
9	COc1cc(NC(=O)C2CCCN2C(=O)C2CCC(C)CC2)cc(OC)c1OC (centres undefined)	4	-3	15	0	12
10	CC(=O)NNC(=S)NC(=O)c1ccc(C)cc1	0	-6	4	-8	0
15	Cc1cccc(N2CCN(C(c3cccs3)c3nnnn3C(C)(C)C)CC2)c1C (centres undefined)	0	4	4	-2	0

item	ARFGAP1 inhibitor	DDE Tn7 FP inh	Tn6 DDE FP	PLC-gamma1 inh	KLK7 zymogen act
11	5	0	9	1	0.2
2	0	-3	0	-11	0.4
13	-3	-1	-2	6	-0.1
9	-7	2	-6	0	-0.8
10	-8	-4	-10	0	0.3
15	-5	5	10	-1	0.9

Additional compounds follow:
item	Compound	UHRF1 MBD2 ctr	NR1D1 modulator	HGIII-sPLA2 inh	PLC-beta3 inh	ASAP1 GAP inh
16	Cc1ccc(CN2CC(N3CCN(C)CC3)CS2(=O)=O)cc1 (centres undefined)	0	1	9	-3	-11
17	Cc1ccc(NS(=O)(=O)c2cccc(C(=O)N/N=C/c3ccc4c(c3)OCCO4)c2)c(C)c1	-3	0	-33	-67	5
18	COC(=O)c1ccc(C(=O)OC)c(NC(=O)CN(C)Cc2ccc(Cl)c(Cl)c2)c1	1	13	7	0	2
19	CSc1ccccc1C(=O)Nc1ccc2c(c1)OCCO2	1	-1	5	-2	-9
20	O=C(C[C@H]1C/C=C\CC[C@H](Cc2ccc(F)cc2)C(=O)OC[C@H]2CCCN2C1=O)N[C@H](CO)Cc1ccccc1	-1	-2	-17	0	10
21	Cc1ccc(C)c(OCc2nnc(NC(=O)c3ccco3)s2)c1	-1	-4	-6	-1	3
22	CCCCNC(=O)CCn1c(=O)c2cccn2c2ccc(F)cc21	1	-5	1	3	5
23	COc1ccc(C(=O)N2CCN(Cc3ccccc3[N+](=O)[O-])CC2)cc1	3	-1	0	-2	5
24	COc1ccc(S(=O)(=O)N2CCCC2)c2ccccc12	-1	-1	-7	-9	7
25	O=[N+]([O-])c1ccccc1S(=O)(=O)N(CC1CO1)c1ccccc1 (centres undefined)	1	2	3	-3	13
26	CCn1c(Cc2ccccc2)nnc1SCC(=O)Nc1ccccc1F	1	5	0	2	5
27	COc1ccccc1CC(=O)NNC(=O)c1cccs1	-2	-6	4	3	-3
28	COc1cc(NC(=O)C2CCCN(c3ncnc4c3nc3n4CCCCC3)C2)cc(OC)c1OC (centres undefined)	0	4	0	-2	-4
29	Cc1cc(CNC(=O)C(C)Cc2ccccc2)nn1C (centres undefined)	7	-1	14	2	0
30	CN1[C@H](Cc2ccccc2)COc2cc(N3CCCC3)ccc2S1(=O)=O	4	0	15	-1	.

item	ARFGAP1 inhibitor	DDE Tn7 FP inh	Tn6 DDE FP	PLC-gamma1 inh	KLK7 zymogen act
16	22	-4	5	0	-0.4
17	-2	3	-18	-62	-5.8
18	11	8	10	1	0.0
19	-4	6	-7	-2	0.0
20	11	-5	2	3	0.0
21	-1	1	-1	-3	0.2
22	10	1	5	2	-0.5
23	18	0	-7	1	-0.3
24	-5	0	0	-3	0.2
25	-12	-5	4	3	-0.1
26	-5	4	5	1	-0.1
27	-9	-3	10	0	-0.1
28	-6	3	-6	0	0.4
29	-6	3	-5	2	-0.5
30	.	1	-6	4	0.3

Going on with the list.
item	Compound	UHRF1 MBD2 ctr	NR1D1 modulator	HGIII-sPLA2 inh	PLC-beta3 inh	ASAP1 GAP inh
31	Cc1cccc(NC(=O)C2=C(O)c3ccccc3N(C)S2(=O)=O)c1	-1	0	-3	-20	11
32	CC[C@@H]1C(c2ccc(F)cc2)=NN(c2ccccc2)[C@H]1C(=O)N1CCOC1=O	1	7	4	-92	7
33	CCOc1cc(OCC)cc(C(=O)N2CCC[C@H]2C(=O)N2CCC[C@H]2C(=O)N(C)Cc2ccccc2)c1	-1	-6	-2	0	6
34	O=C(Nc1ccc2c(c1)OCCO2)c1ccc2nccnc2c1	2	2	-5	6	-10
35	COCCCNC(=O)C[C@H]1C[C@@]2(C(=O)OC)C(=C[C@H](C(C)(C)C)O[C@@H]2C)N(Cc2ccc(Cl)cc2Cl)C1=O	-1	-3	-9	1	.
36	COc1ccc2c(c1)CN(C)S(=O)(=O)c1ccccc1-2	-1	-3	1	0	-14
37	CCOC(=O)c1c(C)sc(Sc2ccc(Cl)cc2[N+](=O)[O-])c1OC	3	2	4	4	-3
38	CCOc1cccc(NC(=O)c2ccc(S(=O)(=O)N(C)C)cc2)c1	-1	-2	-11	3	4
39	COC(=O)C(NC(=O)c1ccc(Cl)cc1)(Nc1nc(C)cs1)C(F)(F)F (centres undefined)	3	0	2	-1	16
40	Cc1ccn2cc(CCNS(=O)(=O)c3ccc(F)c(C(F)(F)F)c3)nc2c1	0	0	-9	1	-1
41	Cc1cc(Cn2nc(-c3ccccc3)cc2C(=O)NCc2cccc(Br)c2)on1	4	-1	-20	-5	10
42	Cc1oc(S(=O)(=O)N2CCOCC2)cc1C(=O)Nc1ccc(Cl)cc1	2	5	13	-5	-2
43	Cc1ccc(C(=O)Nc2cccc3ncccc23)cc1[N+](=O)[O-]	-2	-6	0	-3	-10
44	O=C(Nc1nnc(SCc2ccc(F)cc2)s1)c1cnccn1	3	4	3	-6	11
45	CCCn1cc(SCC(=O)NCc2ccco2)c2ccccc21	-1	3	-2	6	-4
46	Cc1ccc(C)c(NC(=O)COC(=O)CCC(=O)c2cccs2)c1	17	2	0	-6	2
47	O=C(NCC1CCCO1)Nc1ccccc1 (centres undefined)	1	6	5	4	10
48	COc1ccc(CCNC(=O)CSc2nnc3ccccn23)cc1	3	2	6	-2	-20

item	ARFGAP1 inhibitor	DDE Tn7 FP inh	Tn6 DDE FP	PLC-gamma1 inh	KLK7 zymogen act
31	-11	-4	1	-17	11
32	5	1	-8	-74	81*
33	18	-5	5	2	-0.3
34	0	-4	-1	2	1.3
35	.	-6	2	1	-0.2
36	-4	8	6	-4	-0.4
37	-12	1	-2	-63	-0.3
38	8	-2	-1	4	-0.1
39	0	-2	-3	1	0.1
40	-5	5	-5	-1	0.2
41	6	0	6	-1	-0.2
42	-3	-4	-1	0	0.0
43	-3	-3	1	-2	-0.1
44	9	-2	2	3	0.2
45	4	-3	1	5	0.5
46	3	-11	-6	0	0.4
47	12	0	1	-1	-0.4
48	5	7	7	-1	0.7
